D2 ag: D2 dopamine receptor (human) agonism | P14416 | HEK293 T-REx D2 cells, calcium flux agonist mode | activation, % at 2 µM | hit rate 0.53% among 340,000;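 active = activation over 3 SD above normal in the single-dose calcium agonist read, cut at about 30% in these data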; also: 0% is about no effect
Target sequence (P14416 whole entry, looked up): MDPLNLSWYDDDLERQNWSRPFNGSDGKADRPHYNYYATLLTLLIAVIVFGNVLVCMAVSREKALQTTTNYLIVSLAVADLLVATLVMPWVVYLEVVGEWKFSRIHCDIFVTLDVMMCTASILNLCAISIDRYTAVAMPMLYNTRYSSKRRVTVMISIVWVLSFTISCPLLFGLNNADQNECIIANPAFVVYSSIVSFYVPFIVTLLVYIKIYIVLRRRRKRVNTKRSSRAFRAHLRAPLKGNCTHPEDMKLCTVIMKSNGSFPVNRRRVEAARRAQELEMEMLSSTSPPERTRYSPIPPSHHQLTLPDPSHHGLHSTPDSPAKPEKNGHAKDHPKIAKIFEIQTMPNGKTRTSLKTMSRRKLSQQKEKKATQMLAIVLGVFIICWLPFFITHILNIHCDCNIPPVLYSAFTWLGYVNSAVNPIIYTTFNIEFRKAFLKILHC
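HEK293 Trex D2 cells, tetracycline-induced, o/n 30 C 5% CO2; no-wash Ca dye, RT 30–90 min; 10-cycle baseline, 23 nl cpd added, kinetic Ca read 180 s; agonist hits = positive Ca response.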
TRHR ag: TRH receptor (human) agonism; hit rate 0.18% among 360,000; activation, % at 2 µM; AID 493084; TRHR cells, calcium flux fluo-8, FDSS agonist mode; P34981; in the data active = activation above about 30%; also: 0% is about no effect
Target sequence (P34981 whole entry, looked up): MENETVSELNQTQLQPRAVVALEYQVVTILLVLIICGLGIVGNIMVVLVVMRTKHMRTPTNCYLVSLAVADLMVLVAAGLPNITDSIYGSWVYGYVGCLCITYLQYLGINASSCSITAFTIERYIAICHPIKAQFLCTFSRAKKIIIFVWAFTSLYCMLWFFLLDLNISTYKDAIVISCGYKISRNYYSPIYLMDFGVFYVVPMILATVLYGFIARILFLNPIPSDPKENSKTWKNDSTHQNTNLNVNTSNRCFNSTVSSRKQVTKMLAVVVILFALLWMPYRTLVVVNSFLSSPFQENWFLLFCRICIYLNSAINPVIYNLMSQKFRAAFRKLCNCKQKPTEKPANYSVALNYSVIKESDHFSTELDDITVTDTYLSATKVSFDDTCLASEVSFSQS
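Fluo-8-loaded TRHR cells; 10 s baseline, compound added, kinetic Ca2+ fluorescence read 1/s, agonist mode.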
D2 antagonist: antagonists of human D2 dopamine receptor | P14416 | HEK293 TREx D2 cells, calcium flux, dopamine EC80 | inhibition, % at 10 µM | hit rate 2% among 340,000 | AID 485344; in the data active = inhibition above about 30%; also: 0% is about no effect
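Measurement of antagonist activity uses fluorescent calcium dye in inducible HEK293 T-REx D2 cells: 10 s baseline, compound addition with 180 s read, EC80 dopamine addition with a further 180 s read.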
TrxR1 substrate: substrates of rat thioredoxin reductase 1; Potency, µM (top dose mostly 114 µM), for the others: at the top dose activity change, negative = substrate turnover; AID 588456; hit rate 0.01% among 390,000; O89049; purified TrxR1 substrate turnover, NADPH consumption readout; also: potency is read from the fitted curve at half-maximal effect; % is scaled to controls: 0 for no effect and ±100 for the full control effect; nearly all actives have a fitted effect of over 50% in size
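Rat TrxR1, dispensed at 90 nM, was prereduced with 400 uM NADPH (final) for 5 min at ~22 deg C, then incubated with compound 15 min before 400 uM selenite. A first-read NADPH fluorescence drop versus no-compound background flagged substrates.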
mIDH1 inhibitor: human IDH1 R132H inhibition; hit rate 0.093% among 390,000; O75874; AID 602179; IDH1-R132H enzyme, NADPH consumption, diaphorase/resazurin fluorescence; Potency, µM (highest dose often 76.6 µM), without a hit: at the highest dose activity change, negative = inhibition, usual class: inhibitors; also: potency is read from the fitted curve at half-maximal effect; % is scaled to controls: 0 for no effect and ±100 for the full control effect; nearly all actives have a fitted effect of over 65% in size
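IDH1-R132H (0.5 ug/mL dispensed) in pH 7.5 Tris buffer was preincubated 30 min with compound, then given a substrate mix of 0.016 mM NADPH and 2 mM alpha-KG for 80 min at room temperature; remaining NADPH was read by diaphorase/resazurin fluorescence.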
PI4K2A block: inhibitors of human PI4K2A | activity change, negative = inhibition, % at 76.9 µM | AID 1346378 | hit rate 0.13% among 420,000 | Q9BTU6 | purified PI4K2A, ADP-Glo luminescence, 1 h; active compounds read low; in the data active = activity change below about -50%; inconclusive = mostly about -30% to -49%;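 also: -100% = wells without enzyme as full effect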
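Compounds are screened against recombinant PI4K2A using PI as substrate and ATP, the latter dispensed at 300 microM. Reactions run one hour at ambient temperature before ADP-Glo detection; full inhibition defined by wells lacking enzyme.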
USP1 inh: USP1/UAF1 (human) deubiquitinase inhibition. O94782. recombinant USP1/UAF1, Ub-Rhodamine cleavage fluorescence. Potency, µM (top dose mostly 57.1 µM), for the others: at the top dose activity change, negative = inhibition, hits mostly inhibitors. hit rate 0.23% among 390,000. AID 743255; also: potency is read from the fitted curve at half-maximal effect; % is scaled to controls: 0 for no effect and ±100 for the full control effect; nearly all actives have a fitted effect of over 60% in size; inactives centre near -12
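USP1/UAF1 complex (1 nM) preincubated 15 min at room temperature with compound, then Ub-Rho substrate (150 nM final) added. Kinetic fluorescence at 480/540 nm over 6 reads at 60 s intervals; 50 mM HEPES pH 7.8, 0.5 mM EDTA, 0.1 mg/ml BSA, 1 mM TCEP, 0.01% Tween-20.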
rTrxR1 inhibitor: blocks rat thioredoxin reductase 1. O89049. recombinant rTrxR1, NADPH fluorescence consumption, selenite substrate. Potency, µM (titrated, usually from 114 µM), for inactives: at the top dose activity change, negative = inhibition, hits mostly inhibitors. hit rate 1% among 390,000; also: potency is read from the fitted curve at half-maximal effect; % is scaled to controls: 0 for no effect and ±100 for the full control effect; nearly all actives have a fitted effect of over 65% in size
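Rat TrxR1 (90 nM in the dispensed reagent) was pre-reduced with 400 uM NADPH for 5 min at room temperature, then incubated with compound for 15 min. After 400 uM selenite was added, NADPH fluorescence (Ex 340/Em 450 nm) was followed for 8 min.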
TRHR enhancer: allosterically enhances the human TRH receptor; TRHR cells, fluo-8 calcium fluorescence, EC20 TRH enhancement; hit rate 0.66% among 360,000; enhancement, % at 2 µM; AID 493056; in the data active = enhancement above about 30%; also: 0% is about no effect
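TRHR-expressing cells loaded with fluo-8 calcium dye were read kinetically (ex 480/em 530) during compound addition, then stimulated with an EC20 of TRH (10 nM final). Enhancement of the Gq-mediated intracellular calcium response was scored.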
The depositor's hits bear a star; ? = inconclusive; . = no result given; & = joins results of further samples; [ ] = remark or other dose. Unless noted, calls follow the shape of the dose curve; as a rule, active = well fitted inhibition curve with a large enough effect; inconclusive = small, poorly fitted or top-dose-only effect; inactive = no such curve, though single readings can be large or run the other way.

The opening 2 records as a preview:
Structure,D2 ag,TRHR ag,D2 antagonist,TrxR1 substrate,mIDH1 inhibitor,PI4K2A block,USP1 inh,rTrxR1 inhibitor,TRHR enhancer
NNC(=O)c1ccc(COc2cccc3ccccc23)cc1,0.2,0.3,-3.3,6.5%[11.4 µM],-0.6%,-4.3,2.4%,3.2%,-9.9
CCc1nnc(NC(=O)Cc2ccc(S(=O)(=O)N3CCCCC3)cc2)s1,-2.0,0.3,-21.5,-7.3%,-4.8%,0.5,1.9%,11.5%,-3.8

Results, from the first entry:
Structure,D2 ag,TRHR ag,D2 antagonist,TrxR1 substrate,mIDH1 inhibitor,PI4K2A block,USP1 inh,rTrxR1 inhibitor,TRHR enhancer
NNC(=O)c1ccc(COc2cccc3ccccc23)cc1,0.2,0.3,-3.3,6.5%[11.4 µM],-0.6%,-4.3,2.4%,3.2%,-9.9
CCc1nnc(NC(=O)Cc2ccc(S(=O)(=O)N3CCCCC3)cc2)s1,-2.0,0.3,-21.5,-7.3%,-4.8%,0.5,1.9%,11.5%,-3.8
CCOC(=O)c1ccc2nc(NC(=O)c3ccco3)sc2c1,0.2,0.0,-10.4,11.5%,6.0%,-12.8,-14.4%,2.8%,2.4
CC(=O)Nc1cc(S(=O)(=O)Nc2ccc(C)cc2)c(C)cc1C,-0.2,-0.1,-5.7,-1.2%[57.1 µM],-2.6%,-13.9,-13.5%,15.0%[57.1 µM],-15.5
Cc1ccccc1N(C(=O)c1csnn1)C(C(=O)NC1CCCC1)c1ccncc1 (centres undefined),-0.6,0.1,10.0,9.8%[0.0914 µM],22.4%,-1.0,-16.8%,12.3%[57.1 µM],-0.2
CC(C)Oc1ccc(CCc2n[nH]c(=S)n2-c2ccccc2)cc1,1.6,-0.1,1.7,4.9%,-4.4%,-1.9,-20.0%,-12.9%,1.6
Cc1ccc(C(=O)C2=C(O)C(=O)N(Cc3cccnc3)C2c2cccc(Oc3ccccc3)c2)o1 (centres undefined),.,.,.,-3.1%[57.1 µM],?,2.8,?,-23.4%[57.1 µM],.
O=C(O)c1cccc(S(=O)(=O)Nc2ccc(Cc3ccncc3)cc2)c1,.,.,.,13.6%[11.4 µM],5.2%,-0.7,-9.2%,3.5%[11.4 µM],.
Cc1c(C(=O)N/N=C/c2cccc(O)c2)nnn1-c1nonc1N,0.9,-1.1,0.7,4.9%,-0.4%,-1.2,-12.8%,7.9%,-22.0
CNC(=O)C1CC(=O)N(c2ccc(OCC(=O)Nc3ccccc3C)cc2)C1 (centres undefined),0.2,-0.2,12.9,-4.7%,4.0%,-0.6,-25.1%,-6.8%,0.4
CCn1c(SCC(=O)N2CCc3ccccc3C2)nc2sc(C)c(C)c2c1=O,-1.0,-1.3,15.4,-13.9%,?,6.3,-9.2%,-26.3%,-0.9
CCCCOC(=O)Nc1cccc(Cl)c1C,-1.2,-0.3,-3.5,3.9%[57.1 µM],4.7%,0.4,-18.7%,1.0%[57.1 µM],0.8
COc1ccc2c(c1OC)C(=O)OC2C1c2c(cc3c(c2OC)OCO3)CCN1C (centres undefined),1.6&0.3&-1.1,-1.2&-0.9&-0.4,13.5&-1.1&-10.2,-5.6%&4.4%&4.5%,-8.6%&-7.1%&9.4%,-3.9&3.0&2.6,15.9%&3.4%&-27.6%,-3.3%&5.8%&12.2%&-3.1%,2.9&16.5&-2.0
CC(=O)Nc1ccc(S(=O)(=O)N(C)CC(=O)OCC(=O)N2CCN(C(=O)c3ccco3)CC2)cc1,-0.9,0.1,-6.7,4.4%,-4.9%,-1.3,-17.7%,?,-1.8
Cc1ccc(C(=O)NCC(=O)N/N=C/c2sccc2C)cc1[N+](=O)[O-],-1.0,0.3,5.4,-1.8%,2.7%,7.8,-1.4%,4.8%,-2.2
CC(C(=O)Nc1cccc(S(=O)(=O)N2CCOCC2)c1)N1CCN(C)CC1 (centres undefined),0.4,0.6,11.2,-5.4%,0.3%,2.4,-2.1%,2.5%,9.2
COc1ccc(NC(=O)CCc2ccccc2)cc1NC(=O)c1ccco1,-0.6,-0.2,-0.6,1.9%,0.6%,5.8,1.7%,15.2%,-1.9
COC(=O)C1=C(C)N=C2SC(C#N)=C(N)N2C1c1cc(OC)c(OC)c(OC)c1 (centres undefined),0.7,1.7,-5.9,-13.0%,1.6%,1.5,-14.4%,-6.4%,5.0
CCCn1c(SCC(=O)Nc2cccc(C(=O)OC)c2)nnc1-c1cccnc1,0.5,-0.3,28.4,-5.7%,5.2%,5.7,2.4%,1.0%,-2.2
COc1ccc2nc(N(Cc3cccnc3)C(=O)CCc3ccccc3)sc2c1,.,0.5,.,1.7%[57.1 µM],6.6%,3.6,-21.7%,16.2%[57.1 µM],3.5
COc1ccc(-c2noc(CCC(=O)NCc3cc(Br)ccc3OC)n2)cc1,0.5,-0.2,-1.5,-4.0%[57.1 µM],5.7%,1.6,-8.2%,5.8%[57.1 µM],1.4
Nc1sc2c(c1C(=O)c1ccccc1)CCCC2,-0.7,-0.6,10.5,-8.8%,-7.2%,1.2,-13.2%,?,-3.7
COCCCNC(=O)[C@H]1N2C(=O)c3ccccc3C2SC1(C)C (some centres undefined),-0.3,0.8,-4.6,10.1%,-0.5%,-3.7,-15.1%,37.3%[activator],0.4
Cc1c(NC(=O)c2ncn[nH]2)cccc1-c1nc2ccccc2s1,0.5,0.9,-5.0,-6.3%,3.1%,-4.8,-7.2%,-0.5%,3.2
COc1cccc(CN(C)C(=O)CSCC(=O)Nc2ccc(C)cc2)c1OC,0.3,-0.5,-14.5,-4.4%,6.1%,3.9,-4.5%,5.9%,2.6
CCOc1cc(S(=O)(=O)N2CCC(Cc3ccccc3)CC2)c(OCC)cc1-n1cnnn1,0.9,1.0,-2.3,20.7%,9.6%,1.1,?,35.3%,4.1
Cc1cccc(C)c1NC(=O)CSc1nnc(NC(=O)C2CC2)s1,0.9,-0.6,-4.8,4.6%[57.1 µM],0.3%,-2.2,1.4%,6.1%[57.1 µM],-4.1
Cc1ccc(S(=O)(=O)/N=C(/Nc2nc(C)cs2)c2ccccc2)cc1,.,.,.,-7.9%,-1.8%,-2.3,-9.4%,8.2%,.
CC(CCc1ccccc1)NC(=O)c1nnc(Cc2ccc(Cl)cc2)o1 (centres undefined),0.6,0.7,-4.2,-0.9%,8.5%,2.9,?,32.3%,2.8
Cc1onc(-c2ccccc2)c1C(=O)N=C(N)c1ccc(C(F)(F)F)cc1,0.7,0.3,-3.5,4.3%[57.1 µM],2.0%,-0.3,-10.6%,31.9%[57.1 µM],2.1
Cc1nn(-c2ccc(N3CCOCC3)nn2)c(C)c1CCC(=O)NCc1ccccc1F,-0.4,-0.2&0.6,3.9,-4.0%,8.2%&-15.2%,-2.6&-1.0,-13.0%&-8.7%,2.6%,1.9&-1.1
O=C(CCCCC(=O)NN=Cc1ccccc1O)NN=Cc1ccccc1O,.,.,.,-0.2%,-0.3%,3.7,?,14.8%,.
Cc1ccc2c(c1)N(CC(=O)NCC(C)c1ccccc1)C(=O)c1cccnc1O2 (centres undefined),1.9,-0.6,-13.2,12.9%[57.1 µM],-1.5%,-0.6,-16.6%,9.9%[57.1 µM],-2.2
Cc1ccc(C(=O)OC(C)C(=O)c2cc(C)c(C)cc2C)o1 (centres undefined),.,-0.3,.,1.7%,3.6%,-3.0,-25.9%,0.4%,-1.8
CCOc1ccc(CCNC(=O)CSc2n[nH]c(N)n2)cc1OCC,0.8,1.2,-26.2,-15.3%,0.8%,3.0,-6.5%,?,11.2
CC(=O)Nc1cccc(NC=C(C#N)C#N)c1,-0.1,1.2,-3.1,-11.9%,-5.2%,0.5,-15.9%,0.0%,6.2
O=C(CCS(=O)(=O)c1cccs1)Nc1ccc(C(=O)NCc2ccc(F)cc2)cc1,-0.5,-0.5,13.1,-5.8%,0.1%,3.2,-4.4%,4.7%[57.1 µM],0.9
CC(C)C(=O)N1CCN(c2ccc([N+](=O)[O-])cc2Cl)CC1,0.6,0.5,3.8,-5.8%,4.7%,0.8,-20.7%,2.8%,-0.1
O=C(c1cscn1)N1CCCC(N2CCN(c3ccc(F)cc3)CC2)C1 (centres undefined),0.1,-0.1,0.8,-5.3%,7.5%,-3.0,-17.2%,-8.6%,21.9
O=C(CSc1nnc(-c2cccnc2)o1)c1cc2ccccc2oc1=O,-2.0,0.3,-14.2,9.5%[57.1 µM],1.1%,-0.1,-11.7%,-8.6%[57.1 µM],1.6
COc1ccc(-c2noc(=O)n2Cc2ccccc2F)cc1,-1.1,-0.6,0.8,-7.8%,6.6%,3.2,-8.7%,4.6%,0.8
CCCOc1ccc(/C=C/C(=O)NCc2ccccc2)cc1,0.6,-0.3,9.5,0.3%,12.8%,2.1,-7.0%,8.6%,3.6
COc1ccc(N2CCN(C(=S)Nc3cc(C)cc(C)c3)CC2)cc1,.,.,.,13.4%,2.1%,-0.1,-11.1%,26.2%,.
Cc1ccc(S(=O)(=O)N(C)C)cc1-n1c(SCC(=O)Nc2ccc(F)cc2)nc2ccccc2c1=O,1.3,1.0,7.1,-9.5%,-2.7%,-4.2,-1.4%,4.4%,1.8
O=C(c1cc2cc(Br)ccc2o1)N1CCN(c2ccccc2)CC1,-1.2,-0.1,-19.8,0.4%,1.8%,0.7,-16.8%,-21.6%,7.7
C[C@@H]1[C@H](c2ccccc2)Oc2ccc(Cl)cc2S(=O)(=O)N1CC1CCCN1C(=O)OC(C)(C)C (some centres undefined),.,.,.,-2.9%,-10.3%,-2.1,-28.1%,24.2%,.
CCOc1cc(CNCC2CCCO2)cc(Br)c1OCC(N)=O (centres undefined),0.9,0.4,-0.8,-1.8%,10.3%,0.0,-5.9%,-4.3%,10.0
Cc1ccc(-n2c(CNc3ccc(F)cc3)nnc2SCC(=O)N2CCCC2)cc1,0.7,-0.2,30.1*,-3.8%,10.8%,-3.2,-10.4%,3.0%,-11.8

Source: PubChem
